High-throughput results deposited in PubChem by National Center for Advancing Translational Sciences (NCATS).
HTT ATP protect = qHTS Multiplex Assay to Identify Dual Action Probes in a Cell Model of Huntington: Cytoprotection (ATP); Potency, µM (doses to about 56.4 µM), inactives show cytoprotection (ATP increase), actives largely listed as activators; PC12 HTT-Q103 induced, cytoprotection, ATP luminescence, 40 h; actives 0.14% (n = 230,000);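 note: potency is the fitted concentration of half-maximal effect; % of control where 0% means no effect; nearly all actives have a fitted effect of over 45% in size; toxic huntingtin expression switched on by the ecdysone agonist tebufenozide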
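Huntington model: PC12 line, ecdysone-inducible HTTQ103 exon1–GFP, tebufenozide 100 nM. Test articles in a dose series. Endpoint luminescence from cellular ATP.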
LMNA splice mod = qHTS Assay for Modulators of Lamin A Splicing. HeLa LMNA splicing GFP/RFP minigene ratio, 48 h. Potency, µM (highest dose often 46.1 µM), for the others: top-dose ratio change, negative = inhibition, most hits filed as inhibitors. actives 0.01% (n = 200,000); active = well fitted inhibition curve with a large enough effect in the signal ratio, with a control signal flat, not every such curve was filed as active; inconclusive = small, poorly fitted or top-dose-only effect, or effect the other way, or a change in a side signal; the % refers to the signal ratio; note: potency is the fitted concentration of half-maximal effect; % is set by controls: 0 for no effect and ±100 for the full control effect
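Read-out is the ratio of GFP to DsRed2 object intensity, acquired by 488 nm laser-scanning cytometry on HeLa lamin A-EGFP minigene reporter cells. Compound incubation 48 hrs at 37 °C in Opti-MEM with 2% FBS; DMSO 0.5% final.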
GAA inhib = qHTS Assay for Inhibitors of Human alpha-Glucosidase as a Potential Chaperone Treatment of Pompe Disease. Lysosomal alpha-glucosidase (Homo sapiens), P10253. purified human GAA, 4-MU-alpha-glucoside fluorescence. Potency, µM (highest dose often 76.9 µM), inactives show at the top dose activity change, negative = inhibition, most hits filed as inhibitors. actives 0.005% (n = 200,000);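 note: potency is the fitted concentration of half-maximal effect; plate controls were uninhibited enzyme wells for no effect and no-enzyme background for full effect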
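Fluorescence at Ex 365/Em 440 nm from 4-methylumbelliferone reported enzyme activity after 20 min at room temperature. Reactions used 4 nM enzyme and 400 uM substrate at pH 5.0; curves fitted with the Hill equation.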
GAA glycogen = qHTS Assay for Inhibitors and Activators of Human alpha-Glucosidase Cleavage of Glycogen. Potency, µM (top dose mostly 76.4 µM), without a hit: at the top dose activity change, negative = inhibition, usual class: inhibitors. Lysosomal alpha-glucosidase (Homo sapiens), P10253. recombinant GAA, glycogen substrate, Amplex Red glucose oxidase fluorescence. actives 0.38% (n = 300,000). AID 2100, 2009;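 note: potency is the fitted concentration of half-maximal effect; 0% = full enzyme reaction and -100% = no-enzyme basal signal; the screen sought inhibitors and activators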
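qHTS, 1536-well; enzyme 4 nM final; cpd up to 77 uM; substrate bovine liver glycogen 30 ug; 50 mM citrate/phosphate pH 5.0, 0.01% Tween-20; 37 C, 40 min; Amplex Red detection 45 min RT; Hill fit → AC50.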
CBFb RUNX1 block = qHTS Assay for Compounds Blocking the Interaction Between CBF-beta and RUNX1 for the Treatment of Acute Myeloid Leukemia; 230,000 tested, under 10 active; Runt-related transcription factor 1 (Homo sapiens) + Core-binding factor subunit beta …; Potency, µM (titrated, usually from 59.8 µM), inactives show at the top dose activity, negative = inhibition, usual class: inhibitors; AlphaScreen CBFb-His/RUNX1-biotin binding, biochemical; note: % of control where 0% means no effect
Target sequence (Q01196 whole entry, looked up): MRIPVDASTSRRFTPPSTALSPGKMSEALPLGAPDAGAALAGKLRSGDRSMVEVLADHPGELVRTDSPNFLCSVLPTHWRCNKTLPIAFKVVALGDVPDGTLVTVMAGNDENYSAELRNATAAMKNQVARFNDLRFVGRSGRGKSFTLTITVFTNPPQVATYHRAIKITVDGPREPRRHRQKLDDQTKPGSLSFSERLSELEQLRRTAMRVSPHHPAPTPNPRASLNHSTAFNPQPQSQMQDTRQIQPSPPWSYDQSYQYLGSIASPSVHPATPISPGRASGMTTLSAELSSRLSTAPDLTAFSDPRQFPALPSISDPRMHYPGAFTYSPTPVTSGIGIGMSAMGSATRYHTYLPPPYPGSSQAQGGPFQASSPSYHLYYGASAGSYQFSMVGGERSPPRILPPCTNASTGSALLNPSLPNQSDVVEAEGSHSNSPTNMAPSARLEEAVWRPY
Target sequence (Q13951 whole entry, looked up): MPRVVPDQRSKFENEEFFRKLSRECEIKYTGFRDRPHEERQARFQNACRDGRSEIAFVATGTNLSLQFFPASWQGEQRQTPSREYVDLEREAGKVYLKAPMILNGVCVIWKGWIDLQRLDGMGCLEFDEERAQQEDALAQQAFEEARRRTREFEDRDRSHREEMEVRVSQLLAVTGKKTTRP
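AlphaScreen proximity signal reports loss of binding between His-tagged CBF-beta and biotin-labelled RUNX1, each at 30 nM. Proteins are pre-associated for 20 minutes, compounds added for 15 minutes, then beads for 90 minutes, all at ambient temperature.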
HTT aggregate = qHTS Multiplex Assay to Identify Dual Action Probes in a Cell Model of Huntington: Aggregate Formation (GFP); actives 1.1% (n = 220,000); AID 1688, 2009; PC12 HttQ103-GFP aggregates, Acumen cytometry, 40 h; Potency, µM (doses to about 46.1 µM), for inactives: at the top dose activity change, negative = inhibition, most hits filed as inhibitors; note: potency is the fitted concentration of half-maximal effect; % is set by controls: 0 for no effect and ±100 for the full control effect; nearly all actives have a fitted effect of over 60% in size
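Aggregate formation scored by laser-scanning cytometer (488 excitation, 500–530 emission) in lysed PC12 cells expressing Q103-GFP after 100 nM tebufenozide induction; library tested in dose series, with ATPLite reagent added in the multiplex.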
aGlu spleen mod = qHTS Assay for Inhibitors and Activators of Human alpha-Glucosidase From Spleen Homogenate. AID 2112, 2009. Potency, µM (series often up to 79.9 µM), inactives show at the top dose activity change, negative = inhibition, actives largely listed as inhibitors. human spleen homogenate, 4-MU-alpha-glucoside fluorescence. Lysosomal alpha-glucosidase (Homo sapiens), P10253. actives 0.006% (n = 240,000);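 note: potency is the fitted concentration of half-maximal effect; 0% = enzyme with vehicle and -100% = no enzyme basal signal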
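Human spleen homogenate (1 ug) with 4-methylumbelliferyl-alpha-D-glucopyranoside (1 mM final) in 50 mM citrate/phosphate pH 5.0, 0.01% Tween-20; 40 min at 37 C. Stopped at pH 10; 4-MU fluorescence Ex 365/Em 440 nm; AC50 by Hill fit.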
* hit, by the source's call; ? = inconclusive; nt = not tested or not shown; & = joins results of further samples; [ ] = another dose, or the depositor's remark. Unless noted, calls come from the whole dose curve; as a rule, active = well fitted curve in the direction sought with a large enough effect; inconclusive = small, poorly fitted or top-dose-only effect, or another doubt; inactive = no such curve, though single readings can be large; an effect the other way counts as inactive or inconclusive.

SMILES | HTT ATP protect | LMNA splice mod | GAA inhib | GAA glycogen | CBFb RUNX1 block | HTT aggregate | aGlu spleen mod
COc1ccc(NC(=O)c2c(-c3ccccc3)noc2C)c(OC)c1 | -8%[10 µM] | 6% | 2% | 5% | -1% | 5%[9.22 µM] | -3%
CCc1cc(=S)n2c([nH]c3ccccc32)c1C#N | 20% | nt | 13% | ? | -1% | -7% | 4%
CC(=O)N[C@@H](Cc1c[nH]c2ccccc12)C(=O)O | ? | nt | nt | nt | 3% | nt | 11%
O=[N+]([O-])c1ccccc1OCCOc1ccccc1[N+](=O)[O-] | 11%[10 µM] | nt | nt | -1% | 6% | -1%[9.22 µM] | 2%
O=C1OC(c2cccc([N+](=O)[O-])c2)C2(CCCC2)C(=O)C12CCCCC2 (centres undefined) | 12%[10 µM] | ? | -5% | -1% | 8% | -12% | 3%
COc1cc(C2NC(=O)NC(C)=C2C(=O)OCC2CCCO2)ccc1O (centres undefined) | 23%[1.9 µM] | -4% | -8% | ? | 9% | -8% | 0%
CCNc1nc(NCC)n2c(SCC(=O)N(CC)C3CCCCC3)nnc2n1 | 11%[10 µM] | 7% | -25% | 12% | 0% | 7% | 1%
Cn1cc(Cl)c(C(=O)Nc2cccc(Cl)c2Cl)n1 | -15%[10 µM] | 4% | -2% | -3% | 2% | -7% | -7%
CN(CC1COc2ccccc2O1)C(=S)NC1CCCCC1 (centres undefined) | 7%[10 µM] | nt | -6%[15.4 µM] | 9% | 8% | 8%[9.22 µM] | 1%
CCCCC1=CC2=CC(=O)C(C)(OC(=O)CC)C(=O)C2=CN1Cc1ccccc1 (centres undefined) | 6%&11%[10 µM] | ? | nt | 4% | 1%[13.1 µM] | -11%[9.22 µM] | 4%[17.4 µM]
COc1ccc(CNn2c(C)nc3ccccc3c2=O)cc1 | -31% | 1% | -5% | 1% | -2% | -8% | -21%
O=C(COC(=O)CCCN1C(=O)c2cccc3cccc(c23)C1=O)Nc1ccc(Cl)cc1 | -4%[10 µM] | -14% | 4% | 6% | 0% | -14% | -8%
CC(=O)c1cc2ccc(O)cc2oc1=O | 1%[10 µM] | nt | nt | 0% | 0% | 3%[9.22 µM] | ?
CNc1nc(C)c(C(C)=O)cc1C#N | -46%[inhibitor] | 1% | 7% | 4% | 2% | -6% | -4%
O=C1CCCc2c1[nH]c1ccc(Br)cc21 | -3%[0.074 µM] | ? | -2% | 3% | 3% | -22% | 0%
Cc1nn(-c2ccccc2)c2sc(C(=O)NC3CCCCC3)cc12 | -38% | ? | -9% | -7% | 9% | -32% | -11%
O=C(CNc1ccc2ccccc2c1)NNC1=NCCC1 | 11%[10 µM] | 6% | 9% | ? | 20% | -1% | 5%
O=C(Cc1ccccc1)NCCn1ccc2ccccc21 | 7%[10 µM] | 0% | 3% | 2% | 8% | -11% | 7%
CN(Cc1ccc(OC(F)F)cc1)C(=O)c1ccc2nccnc2c1 | 2%[10 µM] | 3% | 0% | -2% | -2% | ? | -2%
COCCN(C(=O)CCC(=O)Nc1nccs1)C(C(=O)NC(C)(C)C)c1ccc(Cl)cc1 (centres undefined) | 7%[10 µM] | nt | 7% | 3% | 3% | 13%[9.22 µM] | -5%
BrC(=C\c1ccccc1)/C=N/Nc1ccc2nncn2n1 | 14%[10 µM] | nt | nt | 0% | 6% | -8%[9.22 µM] | 3%
Cc1cc(C(=O)CSc2nc(N)cc(N)n2)c(C)n1-c1cccc(C(F)(F)F)c1 | 18%[10 µM] | ? | 11% | 9% | -2% | 5% | 1%
COC(=O)C1=C(C(=O)OC)[C@@H]2Nc3ccccc3[C@@]23C[C@@H](C(=O)OC)N(S(=O)(=O)c2cccs2)C3=N1 | -6%[10 µM] | -1%[9.22 µM] | nt | nt | 20%[13.1 µM] | nt | -8%[17.4 µM]
O=c1cc(N2CCN(Cc3ccccc3)CC2)[nH]c(=O)n1Cc1ccc(F)cc1 | -28% | 5% | -22% | 3% | 3% | 10% | -14%
COc1cccc(CNc2nc3ccccc3n2CCN2CCCCC2)c1OC | 0%[10 µM] | -9% | -12% | 3% | 0% | 13µM* | -3%

Complete entries, looked up by structure. Order of screens: HTT ATP protect	LMNA splice mod	GAA inhib	GAA glycogen	CBFb RUNX1 block	HTT aggregate	aGlu spleen mod
Shown for COc1cc(C2NC(=O)NC(C)=C2C(=O)OCC2CCCO2)ccc1O (centres undefined) : 23%[1.9 µM]	-4%	-8%	?	9%	-8%	0%
Shown for Cc1cc(C(=O)CSc2nc(N)cc(N)n2)c(C)n1-c1cccc(C(F)(F)F)c1 : 18%[10 µM]	?	11%	9%	-2%	5%	1%
Shown for Cn1cc(Cl)c(C(=O)Nc2cccc(Cl)c2Cl)n1 : -15%[10 µM]	4%	-2%	-3%	2%	-7%	-7%
Shown for COc1ccc(NC(=O)c2c(-c3ccccc3)noc2C)c(OC)c1 : -8%[10 µM]	6%	2%	5%	-1%	5%[9.22 µM]	-3%

The main list resumes, repeating the 4 entries before the break.
SMILES | HTT ATP protect | LMNA splice mod | GAA inhib | GAA glycogen | CBFb RUNX1 block | HTT aggregate | aGlu spleen mod
Cc1cc(C(=O)CSc2nc(N)cc(N)n2)c(C)n1-c1cccc(C(F)(F)F)c1 | 18%[10 µM] | ? | 11% | 9% | -2% | 5% | 1%
COC(=O)C1=C(C(=O)OC)[C@@H]2Nc3ccccc3[C@@]23C[C@@H](C(=O)OC)N(S(=O)(=O)c2cccs2)C3=N1 | -6%[10 µM] | -1%[9.22 µM] | nt | nt | 20%[13.1 µM] | nt | -8%[17.4 µM]
O=c1cc(N2CCN(Cc3ccccc3)CC2)[nH]c(=O)n1Cc1ccc(F)cc1 | -28% | 5% | -22% | 3% | 3% | 10% | -14%
COc1cccc(CNc2nc3ccccc3n2CCN2CCCCC2)c1OC | 0%[10 µM] | -9% | -12% | 3% | 0% | 13µM* | -3%
COc1ccc(S(=O)(=O)N(C(=O)c2ccncc2)c2ccc3oc4c(c3c2)CCCC4)cc1 | 36%[10 µM] | -26% | 6% | 8% | -9% | -24% | -1%
CCOC(=O)c1ccc2c(c1)nc(SCC(=O)N1CCCCC1)n2CC | -11%[10 µM] | 14% | ? | 9% | 15% | -8% | -4%
CCCCCCCCCCCCC/C=C\[C@@H](O)[C@@H](N)CO | 23% | nt | nt | nt | ? | nt | 14%
CCn1c(=O)c(C(=O)CN2CCN(Cc3ccc4c(c3)OCO4)CC2)c(N)n(Cc2ccccc2)c1=O | -6%[10 µM] | -18%[46 µM] | -1% | 25% | 0% | -2%[9.22 µM] | 1%
Cc1cc2cc(CN(CCCO)S(=O)(=O)c3cccc4nsnc34)c(=O)[nH]c2cc1C | 4% | 7% | -3% | -3% | 0% | 3% | -7%
CC(C)N1CCC(N2CCN(C/C=C/c3ccc(F)cc3)CC2CCO)CC1 (centres undefined) | 2%[10 µM] | nt | nt | -4% | 9% | -15%[9.22 µM] | 2%
CCSc1nnc(NC(=O)CSc2nnc(-c3c[nH]c4ccccc34)n2C)s1 | -5% | -9% | 5% | -17% | -1% | 0% | -6%
CCOC(=O)C1CCN(C(=O)c2cc(C)n(C(C)(C)C)n2)CC1 | 15%[10 µM] | nt | nt | 3% | 5% | -25%[9.22 µM] | 2%
Cc1cc(NC(=O)c2ccccc2-c2ccccc2)ccc1Br | 19%[10 µM] | ? | 5% | 0% | 18% | -14% | -1%
CC1Cc2ccccc2N1S(=O)(=O)c1cccc2nsnc12 (centres undefined) | 33% | -4% | -13% | 2% | -8% | -12% | 1%
CCc1nn(CCCN2CCN(c3cccc(Cl)c3)CC2)c(=O)n1CCOc1ccccc1 | nt | ? | -8%[15.4 µM] | -15%[76.3 µM] | 24%&19%&1% | nt | -3%&1%&1%
CC(=O)N1CC=CC1(CC(C)C)C(=O)NCCN1CCOCC1 (centres undefined) | nt | ? | 0% | 4% | 6%[2.36 µM] | -6% | 2%
O=C(c1ccco1)N1CCN(C(c2ccccc2F)c2nnnn2CC2CCCO2)CC1 (centres undefined) | -20%[10 µM] | 9% | -4% | 4% | 6% | -13% | -2%
NCCCC(=O)O | ? | ? | 0%[15.4 µM] | 4% | -2% | -18%&8% | -3%&2%&1%&7%&-3%
CCn1c(=O)cc(OCC(=O)N2CCc3ccccc32)c2ccccc21 | 7% | -7% | -5% | -5% | 8% | -14% | -1%
c1ccc(COc2ccc(CNCc3cccnc3)cc2)cc1 | 29%[10 µM] | 10%[46 µM] | 8% | -16% | -5% | -18% | -15%
O=C(Nc1ccc(N2CCOCC2)c(Cl)c1)c1ccc(Cl)cc1 | -111%[inhibitor] | ? | -13% | 0% | 2% | ? | 3%
CC(C)NC(=O)NC(=O)COC(=O)Cc1c(F)cccc1Cl | 1%[10 µM] | ? | 0% | -3% | 7% | 24% | 0%
CN(C)CCCN(C(=O)c1cc2ccccc2oc1=O)c1nc2ccc(F)cc2s1 | 6%[10 µM] | -7% | -12% | -5% | -8% | 7% | 2%
Nc1c(C(=O)O)ccc2c1C(=O)c1ccccc1C2=O | -45%[inhibitor] | ? | -2% | -13% | -20% | -7% | -1%
CCOc1ccccc1-c1cc(-c2ccc(OC)cc2)nc2c1c(=O)n(C)c(=O)n2C | 26% | 6% | -3% | 4% | 6% | -25% | 5%
CCc1nnc(NS(=O)(=O)c2ccc(N=Cc3c(C)[nH]n(-c4ccc(C)cc4)c3=O)cc2)s1 | -36% | -2% | ? | 3% | -15% | -5% | -3%
Cc1onc(-c2c(F)cccc2Cl)c1C(=O)Nc1sc2c(c1C#N)CCC(C(C)(C)C)C2 (centres undefined) | 13%[10 µM] | ? | -4% | -18% | -7% | -6% | 0%
Cc1cc(=O)oc2cc(OCC(=O)OCC(=O)Nc3ccc(C(N)=O)cc3)ccc12 | 6%[10 µM] | nt | nt | 4% | 3% | 25%[9.22 µM] | 7%
